Screening data: PubChem, NMMLSC
S aureus QS inh – S. aureus quorum sensing inhibitors, primary screen, RNAIII-GFP reporter, flow cytometry | S. aureus RN6390 RNAIII-GFP reporter, AIP-induced, flow cytometry 3 h | inhibition, % at 2 µM | 0.3% of 24,000 active;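 active means share of bacteria positive for the green fluorescent reporter and its mean brightness both inhibited by 50% or more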;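 further: 0% = AIP-stimulated control and 100% = unstimulated bacteria without AIP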
S aureus QS inh GFP MFI % – second read-out of S aureus QS inh, no call of its own (marks repeat the call); inhibition, %; measured here: inhibition of GFP MFI
Starred values were filed as active, the others as inactive.

S aureus QS inh | S aureus QS inh GFP MFI % | Structure
2 | 4 | Cc1cc(C)n(S(=O)(=O)c2cc(C(=O)O)c(Cl)cc2Cl)n1
0 | 3 | Cc1ccc(-c2nc3cnccn3c2Nc2ccc3c(c2)OCO3)o1
-1 | 0 | Cc1onc(-c2ccccc2Cl)c1C(=O)NCC(=O)O
-1 | 29 | Cc1c(NC(=O)C(C)OC(=O)COc2cccc3c2OC(C)(C)C3)c(=O)n(-c2ccccc2)n1C (stereo unspecified)
-1 | -29 | COCCNC(=O)Nc1ccc2c(c1)N(C)C(=O)CS2
-4 | -5 | COC(=O)C1=C(C)OC(N)=C(C#N)C1c1c(C)nn(-c2ccccc2)c1Cl (stereo unspecified)
1 | 4 | O=C(CCN1CCN(CC(=O)Nc2ccccc2F)CC1)Nc1ccccc1F
14 | 24 | Cn1c(=O)n(Cc2ccc(Cl)cc2)c(=O)c2c1nc1n2CCN1Cc1ccco1
-9 | -11 | Cc1cc(C(=O)Nc2sc3c(c2C#N)CCC(C(C)(C)C)C3)no1 (stereo unspecified)
-2 | -26 | O=C(c1cc(-c2cccs2)on1)N1CCN(c2ccccc2)CC1
6 | 5 | CC(C)(C)NS(=O)(=O)c1cccc(S(=O)(=O)c2cccc(S(=O)(=O)NC(C)(C)C)c2)c1
-3 | 9 | Cc1cc(=O)n2nc(N3CCCC(C(=O)N4CCN(c5ccccc5)CC4)C3)sc2n1 (stereo unspecified)
0 | -6 | CCOC(=O)c1ccc(NC(=O)CSc2nnc(Cn3c(=O)sc4ccccc43)n2C)cc1
0 | -26 | O=C(COc1ccccc1Br)c1ccc(O)cc1O
6 | 17 | COc1ccccc1C(=O)NC(C)C(c1cccs1)N1CCOCC1 (stereo unspecified)
-2 | 12 | O=C(OCC#CCSc1nc2ccccc2o1)c1ccco1
0 | 5 | CSC1=N/C(=C\C=C\c2cccs2)C(=O)S1
1 | 10 | O=C(Cn1c(=O)oc2ccccc21)NCc1ccco1
1 | 6 | O=C(CSc1nnc(-c2ccccc2F)o1)OCc1ccccc1
-4 | -22 | O=C(CSc1n[nH]c(-c2cccs2)n1)NCc1ccc2c(c1)OCO2
-4 | -27 | O=C(CN1CCN(c2ccccc2F)CC1)Nc1ccccc1F
2 | 18 | COc1ccc(C(c2nnnn2C2CCCC2)N2CCN(C3CCCC3)CC2)cc1OC (stereo unspecified)
-2 | -6 | Cc1ccc(NC(=O)CSc2nc3c(c(=O)[nH]2)CCC3)cc1C
-1 | 15 | Cc1n[nH]c(C)c1S(=O)(=O)NCCc1ccc(Cl)cc1
-1 | -12 | Cc1oc(-c2ccccc2)cc1C(N)=O
-5 | -5 | CCn1cc(C2=NOC(C(=O)Nc3ccccc3C(=O)OC)C2)c(C)n1 (stereo unspecified)
0 | -21 | COc1ccc(C)cc1C(=O)CCC(=O)Nc1ccccc1N1CCOCC1
2 | 9 | CC(=O)c1nc2ccccc2n1S(=O)(=O)c1ccc(C)cc1
-1 | -9 | CC(=O)N1CCc2cc(Br)cc(S(=O)(=O)N3CCN(c4ccccn4)CC3)c21
0 | 0 | COc1cccc(N2C(=O)C(O)=C(C(C)=O)C2c2ccc(OC)c(OC)c2)c1 (stereo unspecified)
-1 | -11 | O=C(CSc1ccc2nnc(-c3ccccc3)n2n1)N1CCN(c2ccccc2)CC1
0 | 9 | CC(C)CCNC(=O)C1C2C=CC3(CN(Cc4ccccc4Cl)C(=O)C13)O2 (stereo unspecified)
0 | -20 | CN1Cc2c(N)cccc2C(c2ccccc2)C1 (stereo unspecified)
1 | 16 | O=C(Nc1c2c(nn1-c1ccc(F)cc1)CS(=O)(=O)C2)C12CC3CC(CC(C3)C1)C2
0 | 12 | CCc1nnc(NC(=O)CSc2nnc3scc(-c4ccc(C)cc4)n23)s1
-1 | 1 | CN1C(=O)CSc2ccc(NC(=O)N3CCN(c4ccccn4)CC3)cc21
2 | 8 | CCCn1c(C)cc(=O)c2cc(NC(=O)c3ccccn3)ccc21
-1 | -1 | CCOC(=O)CCCCC(=O)c1[nH]c(=O)[nH]c1CSc1nc2ccccc2[nH]1
11 | 21 | CCc1cc(-c2[nH]ncc2-c2ccc3c(c2)OCO3)c(O)cc1O
-2 | -1 | Cc1cc(C)nc(NS(=O)(=O)c2ccc(NC(=O)Cn3c(=O)oc4ccccc43)cc2)n1
0 | 0 | COc1ccc(CNC(=O)Cn2cc3c(n2)CCCCC3)cc1
0 | 3 | CCOC(=O)N1CCN(C(=O)Cn2c(C)cc3ccccc3c2=O)CC1
-1 | -2 | CSc1nnc2n(-c3ccc(C)cc3)c(=O)c3c4c(sc3n12)COC(C(C)C)C4 (stereo unspecified)
-2 | 0 | O=c1c2cn[nH]c2[nH]c(=S)n1-c1ccccc1F
-1 | -6 | CC(C)NC(=O)CCNC(=O)c1ccc(F)cc1
-2 | -6 | CCOC(=O)c1ccc(NCc2ccc(N(C)C)cc2)cc1
5 | 55 | CN(CC(CC(=O)Nc1nncs1)c1ccccc1)S(=O)(=O)c1ccccc1 (stereo unspecified)
-7 | -23 | CN(C(=O)COc1cc(=O)n(C)c2ccccc12)c1ccc(Cl)cc1
-3 | 17 | CCC(=O)N1CCc2cc(S(=O)(=O)NC(CC(C)C)C(=O)N3CCc4ccccc43)ccc21 (stereo unspecified)
-2 | -10 | Cc1ccc(NC(=O)CCC(=O)OCCCC(F)(F)C(F)(F)F)cc1
0 | 1 | CCCSc1nnc(Cn2c(=O)sc3ccccc32)n1C
8 | 13 | O=C(CC(NS(=O)(=O)c1ccc(Cl)cc1)c1ccco1)NC1CCCC1 (stereo unspecified)
-3 | 2 | Cc1nnc(Nc2ccccn2)c2ccccc12
3 | -15 | CCC1=C/C(=C\c2ccc3c(c2)OCO3)C(=O)S1
0 | 5 | Cc1cc2ccccc2c(=O)n1CC(=O)Nc1ccc2c(c1)OCCO2
-3 | -1 | CC(=O)Nc1ccccc1O
0 | 0 | COc1ccc(CC(NC(C)=O)C(=O)NC2CCN(C(=O)Nc3ccc(C#N)cc3)CC2)cc1OC (stereo unspecified)
-1 | -17 | COc1ccc(CNC(=O)c2cnc3n(c2=O)CCS3)cc1
0 | -15 | CC1CN(c2nc3ccccn3c(=O)c2/C=C(\C#N)S(=O)(=O)c2ccccc2)CC(C)O1 (stereo unspecified)
0 | -14 | CN1CCN(C(=O)c2cnn3c(C(F)F)cc(C4CC4)nc23)CC1

Quoted from the listing:
CN1Cc2c(N)cccc2C(c2ccccc2)C1 (stereo unspecified) in S aureus QS inh GFP MFI % reads -20
COc1ccc(C)cc1C(=O)CCC(=O)Nc1ccccc1N1CCOCC1 in S aureus QS inh GFP MFI % reads -21

Some of the entries so far, with values under each structure:
Each structure is followed by: S aureus QS inh	S aureus QS inh GFP MFI %
> Cc1nnc(Nc2ccccn2)c2ccccc12
    -3	2
> CCC1=C/C(=C\c2ccc3c(c2)OCO3)C(=O)S1
    3	-15
> Cc1cc2ccccc2c(=O)n1CC(=O)Nc1ccc2c(c1)OCCO2
    0	5
> CC(=O)Nc1ccccc1O
    -3	-1
> COc1ccc(CC(NC(C)=O)C(=O)NC2CCN(C(=O)Nc3ccc(C#N)cc3)CC2)cc1OC (stereo unspecified)
    0	0
> COc1ccc(CNC(=O)c2cnc3n(c2=O)CCS3)cc1
    -1	-17

Two of the compounds above, as a markdown table:
| smiles | S aureus QS inh | S aureus QS inh GFP MFI % |
| --- | --- | --- |
| CCOC(=O)CCCCC(=O)c1[nH]c(=O)[nH]c1CSc1nc2ccccc2[nH]1 | -1 | -1 |
| CC(C)NC(=O)CCNC(=O)c1ccc(F)cc1 | -1 | -6 |

(further entries)
S aureus QS inh | S aureus QS inh GFP MFI % | Structure
3 | 23 | COc1ccc(NC(=O)CCn2nc(C)cc2C)cc1
20 | 30 | CCCCc1c(C)c2ccc(OC)c(/C(C)=N\O)c2oc1=O
-2 | -46 | CCn1cc(CNC(=O)CCc2ccc(OC)cc2)cn1
1 | -11 | NC(=O)c1c(NC(=O)Cc2cccs2)sc2c1CCC2
0 | -11 | COc1ccc2[nH]c(=O)c(CN(C(=O)c3ccncc3)C(C)C)cc2c1
1 | 18 | CCOC(=O)N1CCN(C(=O)COc2cc(=O)n(C)c3ccccc23)CC1
0 | 0 | CC(NC(=O)COc1ccc(Br)cc1)C(=O)O (stereo unspecified)
0 | -1 | CCc1ccccc1NC(=O)c1nnn(CC(=O)Nc2ccccc2C)c1N
-3 | -25 | Cc1cc2ccccc2n1CCNC(=O)c1ccccc1
2 | -37 | CCN1CCN(CCCNC(=O)c2cn(CCOC)c(=O)c3c2c2ccccc2n3C)CC1
-1 | -22 | CN1CCN(C(=O)CN(Cc2ccc(Cl)cc2)S(C)(=O)=O)CC1
-1 | -27 | O=C(NC1CC1)C1CCN(c2ccc(S(=O)(=O)N3CCOCC3)cc2)CC1
-2 | -2 | COc1ccccc1S(=O)(=O)Cc1ccc(C(=O)N2CCOCC2)o1
0 | -3 | Cc1nn(C)c(C)c1S(=O)(=O)N1CCCC(C(=O)N2CCN(c3ccccc3)CC2)C1 (stereo unspecified)
0 | 4 | CCOc1ccc(N2C(=O)CC(N3CC(C)OC(C)C3)C2=O)cc1 (stereo unspecified)
-2 | -1 | COc1ccccc1NC(=O)c1ccc(NC(=O)CSc2nnnn2C)cc1
-6 | -15 | Cc1cc(N2CCN(C)CC2)nc2ccc(NC(=O)CCC(=O)NCc3ccco3)cc12
1 | 14 | COc1ccc(N2CCN(C(=O)CNC(=O)Cn3c(C)cc4ccccc4c3=O)CC2)cc1
8 | 17 | Cc1cccc(-c2nc(CS(=O)CC(=O)NCCCSC3CCCCC3)c(C)o2)c1 (stereo unspecified)
3 | 18 | COc1ccc(S(=O)(=O)n2nc(OC(=O)c3ccccc3Br)cc2N)cc1
-3 | -14 | COc1ccc(CNC(=O)c2cc(C3CC3)on2)cc1
4 | 20 | Nc1ccc(CN2CCN(c3ccc4ccccc4n3)CC2)cc1
0 | 9 | O=C(CSc1nc2ccccc2s1)N1CCN(C(=O)c2ccco2)CC1
0 | -16 | CN(C)/C=c1\sc2c(C#N)cc(C(=O)c3ccc(Br)cc3)n2c1=O
-3 | -5 | CC(C)C(=O)Nc1ccc(C(=O)NCc2cccnc2)cc1
6 | 12 | CCOc1ccccc1C1C(C(N)=O)=C(C)Nc2nc(-c3ccc(OC)cc3)nn21 (stereo unspecified)
6 | 9 | Cc1ccc(S(=O)(=O)N2CCN(S(C)(=O)=O)C2)cc1
1 | 8 | CC(C)(C)NC(=O)NC(=O)COc1ccccc1C#N
-2 | -6 | COCCNS(=O)(=O)c1cc(F)ccc1OC
1 | 18 | CCN(CC)S(=O)(=O)c1ccc2c(c1)c(=O)c(C(=O)NCCCN(C)c1ccccc1)cn2C
-5 | -17 | CC(CCc1ccccc1)NC(=O)CN1CCOc2ccccc21 (stereo unspecified)
18 | 27 | O=C(CCc1nc(-c2ccccc2F)no1)Nc1ccc(Oc2ccccc2)cc1
2 | 6 | COc1ccccc1NC(=O)C1CCCCN1S(=O)(=O)c1ccc(F)cc1 (stereo unspecified)
0 | 39 | COc1ccc(CCN(C)CCCC(C#N)(c2ccc(OC)c(OC)c2)C(C)C)cc1OC (stereo unspecified)
2 | 16 | CCOCC(=O)Nc1c(C(=O)Nc2ccc(OC)cc2OC)oc2ccccc12
-4 | -24 | Cn1c(=O)cc(OCCCC(=O)Nc2cccnc2)c2ccccc21
0 | -3 | Cc1ccc(NC(=O)c2cc(S(=O)(=O)N3CCC4(CC3)OCCO4)ccc2F)cc1
1 | 6 | COc1ccc(C(=O)Nc2ccc(Cl)c(Cl)c2)c(OC)n1
0 | 6 | O=C(NCCCN1CCCC1=O)c1cccnc1
-4 | -2 | CCSc1nnc(NC(=O)CSc2nnc(Cc3cccn3C)n2-c2ccc(C)cc2)s1
-1 | -4 | CN(c1ccccc1)S(=O)(=O)c1cc(C(=O)N2CCN(c3ccccn3)CC2)ccc1Cl
0 | -20 | Cc1nn(Cc2ccc(C(=O)NC3CCCCC3)o2)c(C)c1Br
-3 | -3 | COC(=O)C1=C(C(=O)c2ccc(C)cc2)C(c2ccc(O)c(OC)c2)n2nnnc2N1 (stereo unspecified)
-2 | 3 | Cc1ccc(CNC(=O)CN(C)S(=O)(=O)c2cccc3cccnc23)cc1
-1 | -25 | CC1CCCCC1NC(=O)c1ccc(CNc2c(N3CCCC3)c(=O)c2=O)cc1 (stereo unspecified)
-1 | -10 | Cn1cc(Cl)c(C(=O)N(Cc2ccccc2)c2ccccn2)n1
2 | 5 | COCC(C)NC(=O)c1noc2c1CCc1cc(OC)ccc1-2 (stereo unspecified)
96* | 90* | Cn1c(=O)n(CCc2ccccc2)c(=O)c2c1nc1n2CCN1Cc1ccco1
1 | -6 | CC(=O)N(c1ccc2oc(=O)sc2c1)S(=O)(=O)c1ccccc1
-2 | -18 | COCCCn1nnnc1SCC(=O)Nc1nc(C)c(C)s1
1 | 6 | O=C(NCc1ccccn1)c1cc2ccccn2n1
-1 | -9 | Cc1nc2nc[nH]n2c(=O)c1NC(=O)c1c(-c2ccccc2Cl)noc1C
4 | 39 | COc1ccc(S(=O)(=O)N2CCCN(CC(=O)Nc3cc(NC(C)=O)ccc3OC)CC2)cc1
4 | 10 | O=C1Nc2cccnc2Sc2ccccc21
1 | 3 | O=C(CN1C(=O)c2ccccc2S1(=O)=O)N1CCN(c2ccccc2F)CC1
0 | 0 | COc1cc2cc(C(c3nnnn3C3CCCC3)N(C)C3CCCCC3)c(=O)[nH]c2cc1OC (stereo unspecified)
-5 | -26 | CCN(CC)CCCNC(=O)C1CCN(C(=O)c2cc3sccc3n2Cc2ccc(F)cc2)CC1
0 | -2 | CN1/C(=C\C(=O)Nc2cccnc2)c2ccccc2CC1(C)C
-3 | -26 | CCOC(=O)c1oc2ccccc2c1NC(=O)C1CCCCC1
0 | 5 | COC(=O)CCN(C(=O)c1ccc2c(c1)OCO2)c1ccccn1
-2 | 0 | CCN(C(=O)c1cn(CC)c(=O)c2cc(OC)c(OC)cc12)c1ccccc1C
-1 | -30 | O=C(Nc1nccs1)c1cccc(NC(=O)C2CC2)c1
4 | 20 | CCN(CC)CCCNC(=O)c1cn(CCOC)c(=O)c2c1c1ccccc1n2C

Not all compounds are listed (hit frequency here may not be typical).
